From PubChem
Kir21 block: inhibitors of mouse Kir2.1 inward-rectifier potassium channel | HEK293-Kir2.1, FluxOR thallium flux fluorescence; stronger effect = lower value | B-score at 10 µM | 0.85% of 310,000 active;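 active = fluorescence ratio B-score at or below minus 3 SD of library scores, with starting-brightness B-score within 2 SD, cut at about -4.2 in these data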;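 also: channel flux triggered by added potassium and thallium sulfate stimulus; B-score of peak minus minimum fluorescence over baseline after thallium stimulus; more negative B-score means stronger Kir2.1 block with less thallium influx; some compounds called inactive have numbers as strong as hits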
Target sequence (P35561 whole entry, looked up): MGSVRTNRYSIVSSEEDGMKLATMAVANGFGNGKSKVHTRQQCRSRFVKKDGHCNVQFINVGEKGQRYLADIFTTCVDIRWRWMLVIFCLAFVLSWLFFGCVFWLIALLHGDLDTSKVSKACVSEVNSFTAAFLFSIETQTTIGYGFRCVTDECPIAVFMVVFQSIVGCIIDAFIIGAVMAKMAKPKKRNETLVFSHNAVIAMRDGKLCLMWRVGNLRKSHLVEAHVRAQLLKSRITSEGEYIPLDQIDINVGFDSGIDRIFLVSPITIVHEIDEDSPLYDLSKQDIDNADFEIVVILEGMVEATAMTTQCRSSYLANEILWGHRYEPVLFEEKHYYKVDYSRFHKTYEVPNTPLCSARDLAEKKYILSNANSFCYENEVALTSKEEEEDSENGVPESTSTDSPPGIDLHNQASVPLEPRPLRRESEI
STK33 inh: blocks human STK33 kinase activity. Q9BYT3. purified STK33, MBP phosphorylation, ADP-Glo luminescence. inhibition, % at 10 µM. 0.073% of 320,000 active;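 active = inhibition at or above 25%, using the most active replicate where run in duplicate; inactive = inhibition below 25%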
Target sequence (Q9BYT3 whole entry, looked up): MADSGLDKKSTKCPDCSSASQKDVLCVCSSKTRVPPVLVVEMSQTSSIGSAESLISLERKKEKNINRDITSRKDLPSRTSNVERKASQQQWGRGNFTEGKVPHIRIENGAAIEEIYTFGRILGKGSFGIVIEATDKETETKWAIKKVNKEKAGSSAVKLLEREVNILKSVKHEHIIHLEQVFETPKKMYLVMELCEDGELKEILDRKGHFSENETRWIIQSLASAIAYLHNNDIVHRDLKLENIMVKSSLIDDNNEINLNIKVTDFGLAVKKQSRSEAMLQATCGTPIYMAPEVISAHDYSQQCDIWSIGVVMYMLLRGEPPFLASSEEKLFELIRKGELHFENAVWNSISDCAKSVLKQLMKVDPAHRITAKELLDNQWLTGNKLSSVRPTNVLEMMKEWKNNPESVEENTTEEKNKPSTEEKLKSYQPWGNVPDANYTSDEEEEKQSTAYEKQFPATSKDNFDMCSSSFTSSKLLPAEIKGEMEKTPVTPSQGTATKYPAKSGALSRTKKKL
* = called active by the depositor; x = no result given. This is a random part of the collection; 0.84% or so of the library scored in one or more.

Every second line gives: Kir21 block | STK33 inh
> Cc1ccc(Sc2ncccc2C(=O)O)cc1
 : 1.1 | -4.8
> Cc1cccc(C(=O)NNC(=O)c2ccc(NC(=O)C(C)(C)C)cc2)c1
 : -0.38 | 0.7
> CCN(CC)C(=O)[C@H]1CC(CC(=O)NCCCOC)C(=O)N2CCc3c([nH]c4ccccc34)[C@]12C (stereo not given in full)
 : x | -0.8
> O=C(C[n+]1ccccc1)N/N=C/c1ccccc1Cl
 : x | -1.6
> CCCCNS(=O)(=O)c1ccc2nc(SCC(=O)Nc3ccccc3Cl)[nH]c2c1
 : 0.43 | 0.7
> NC(=O)c1sc2nc(N3CCOCC3)c3c(c2c1N)CCCC3
 : -0.97 | -1.6
> C(=C\c1nccc2c1[nH]c1ccccc12)/c1ccccc1
 : 0.04 | 3.0
> N#CCCN(C(=O)COC(=O)c1nc(Cl)ccc1Cl)c1ccccc1
 : -0.04 | -3.0
> CCCNC(=O)c1c(C)cc(=O)oc1C
 : 1.3 | 0.1
> Cc1ccc2[nH]c(=O)c(CN(CCCN3CCOCC3)C(=O)Nc3ccc(Cl)cc3)cc2c1
 : 0.89 | 1.0
> O=C(CN1CCCCC1)N1c2ccccc2Sc2ccc(C(F)(F)F)cc21
 : x | 1.0
> O=C(Nc1ccccc1C(F)(F)F)Nc1cccc2ccccc12
 : -0.65 | 1.2
> CC(=O)C1=C(O)C(=O)N(c2ccc(C(=O)O)cc2)C1c1ccccc1 (stereo not given)
 : 0.1 | -0.2
> CC1CCCCN1C(=S)NC(=O)c1cc(Br)ccc1Cl (stereo not given)
 : x | -2.6
> OC(COc1ccccc1)CN1C2=NCCCN2c2ccccc21 (stereo not given)
 : 0.35 | -0.9
> CC(C)C[C@@H](CO)N1CCN(Cc2ccccc2)CCC1=O
 : 0.1 | -1.3
> C[C@H](CO)N1C[C@H](C)[C@@H](CN(C)C(=O)Nc2ccc(C(F)(F)F)cc2)Oc2ccc(NS(=O)(=O)c3ccc(F)cc3)cc2C1=O
 : x | -0.5
> CCn1cc(C(=O)NCC(OC)OC)c(=O)c2cc(S(=O)(=O)N3CCCC3)ccc21
 : 0.3 | 0.6
> COc1ccc(-c2nc(CS(=O)(=O)CC(=O)NC3CCC(C)CC3)c(C)o2)cc1 (stereo not given)
 : 0.08 | -0.7
> O=C1N(Cc2cccc(Cl)c2)C[C@@H]2C[C@@H](c3ccc4nonc4c3)N3CCC[C@@]123
 : -1.9 | 1.4

Every second line gives: Kir21 block | STK33 inh
> CN(C)c1cccc(C(=O)OCC(=O)N2CCc3ccccc3C2)c1
 : 1.2 | -0.4
> CCN(C1CCCCC1)S(=O)(=O)c1ccc(-n2cnnn2)c(C)c1
 : -0.77 | 0.1
> O=C(Cc1cccs1)N(c1ccc(F)cc1)C1(C(=O)NC2CCCCC2)CCCC1
 : -1.4 | -0.4
> S=C(NCCc1ccccc1)NC1CC1
 : -1.3 | -0.2
> O=C(CCCn1c(=O)[nH]c2cc(Cl)ccc2c1=O)NCCC1=CCCCC1
 : -0.65 | -1.5
> COc1ccc(CNC(=O)CSc2nc3[nH]ncc3c(=O)n2-c2ccccc2Br)cc1
 : 0.67 | -0.9
> CCOc1ccc(C2C([N+](=O)[O-])=C(C)N(C)C(=O)N2C)cc1OC (stereo not given)
 : -2.7 | -0.3
> CC(=O)c1c(C)cc(C)c(CSc2nnc(-c3ccco3)o2)c1C
 : 0.42 | -0.4
> CCn1cc(C(=O)NCc2ccco2)c(=O)c2cc(S(=O)(=O)N3CC(C)CC(C)C3)ccc21 (stereo not given)
 : 0.15 | -0.5
> COc1ccc(C2CCCN2C(=S)Nc2ccccc2C)cc1OC (stereo not given)
 : 0.11 | -1.3
> CCOc1ccc(N(Cc2cc3cc(C)ccc3[nH]c2=O)S(=O)(=O)c2ccccc2)cc1
 : -0.09 | -1.0
> Cc1ccccc1OCCC(=O)OCC(=O)Nc1c(C)nn(-c2ccccc2)c1C
 : 0.04 | 3.8
> O=C1c2ccccc2-c2nc3ccccc3nc21
 : 1.1 | -1.7
> CC1(C)Cc2cccc(OCC(=O)OCC(=O)Nc3ccc(C(N)=O)cc3)c2O1
 : -1.1 | -0.9
> COc1ccc(CC(=O)N/N=C(\C)CC(=O)Nc2ccc3c(c2)OCCO3)cc1OC
 : -0.25 | 0.0
> CN(C)CCCNC(=S)N1CCN(c2nc(-c3ccccc3)cs2)CC1
 : -1.4 | -1.9
> COC(=O)c1cc(NC(=O)Cc2ccccc2[N+](=O)[O-])cc(C(=O)OC)c1
 : 0.68 | -1.6
> Cc1cccc(N2CCN(C(=O)CNC(=O)c3ccccc3)CC2)c1C
 : -0.49 | -0.4
> COc1ccc(-c2oc(=O)c3cc(OC)c(OC)cc3c2C#CC2(O)CCCCC2)cc1
 : x | -0.8
> O=C(Cn1nc(-c2ccc(Cl)cc2)ccc1=O)NCC1CCCO1 (stereo not given)
 : -1.4 | -0.2

Every second line gives: Kir21 block | STK33 inh
> COc1ccc(N2CCN(C(=O)c3ccc(CNS(=O)(=O)c4cccc(OC)c4)cc3)CC2)cc1
 : 0.22 | -0.9
> COc1ccc(-n2nnnc2SCC(=O)Nc2nc3c(s2)CCCC3)cc1
 : 0.58 | -0.2
> O=C(NC12CC3CC(CC(C3)C1)C2)c1ccc(=O)oc1
 : -1.7 | 1.0
> Cc1ccc(CSc2nc3c(c(N(C)C)n2)CCCC3)cc1
 : -0.49 | 0.5
> CCC1=C(OC(=O)N(CC)CC)N2C(=O)OC(=NCCc3c[nH]c4ccccc34)[C@]2(Cc2ccccc2)[C@H]2C1=CC[C@H]1C(=O)N(C)C(=O)[C@H]12
 : 1.2 | -0.3
> O=c1[nH]cnc2nc(-c3ccccc3)c(-c3ccccc3)nc12
 : -0.54 | -3.5
> Cc1cc(NC(=O)CSc2nc3c([nH]c4ccccc43)c(=O)n2-c2ccccc2F)no1
 : -1.2 | 6.9
> O=C(NCc1ccccc1Cl)c1cc2ccccc2oc1=O
 : -1.2 | -2.3
> COc1ccc2oc(C(=O)N(C)CCOc3ccccc3)c(C)c2c1
 : 1.9 | -0.3
> CC[C@@H](C)CN1C(=O)N[C@@H](c2ccccc2)C(C(C)=O)=C1C
 : 0.66 | 1.4
> Cc1ccc(/C=N/Nc2ccc(Cl)c(C(=O)O)c2)s1
 : 0.04 | -1.3
> Cc1cc(NC(=O)c2cccc(S(=O)(=O)N3CCCCC3)c2)no1
 : 0.71 | 0.5
> CCN(CC)S(=O)(=O)c1ccc(N2CCOCC2)c(NC(=O)c2ccc(=O)[nH]c2)c1
 : x | 0.7
> CCOC(=O)Cc1csc(NC(=O)CCCN2C(=O)c3ccccc3C2=O)n1
 : 0.01 | -1.0
> CCCn1cc(CN2CCC(n3nccc3NC(=O)c3ccc4c(c3)OCO4)CC2)c(C)n1
 : 0.48 | -0.6
> CCOC(=O)N1CCN(C(=O)c2cc(-c3ccncc3)nc3ccccc23)CC1
 : -1.6 | -0.6
> CCN(CC(=O)Nc1ccccc1OC)C(=O)c1ccc2[nH]c3c(c2c1)CC(C)CC3 (stereo not given)
 : x | -1.9
> CCc1ccccc1NC(=S)N1CCN(c2cccc(OC)c2)CC1
 : 0.63 | -1.5
> COC(=O)c1c[nH]n2c(=O)c(Cl)c(C)nc12
 : 2 | -0.4
> Cc1cc(=O)n(CC(=O)NCCN2CCOCC2)c2c1c(C)nn2-c1ccccc1
 : 1.1 | -1.4

Every second line gives: Kir21 block | STK33 inh
> CC(=O)CSc1ccc(-c2nc3ccccc3[nH]2)cn1
 : 1.5 | 0.8
> COc1ccc(-n2cccc2/C=C/[N+](=O)[O-])cc1
 : -4.8* | x
> O=c1[nH]nc(-c2ccccc2)cc1-c1ccccc1
 : 1.3 | -1.7
> CC(=O)NC(Cc1c[nH]c2ccccc12)C(=O)N1CCN(S(=O)(=O)c2ccccc2)CC1 (stereo not given)
 : x | -0.7
> CCC(C)(C)NC(=O)C(c1ccc(O)cc1)N(Cc1ccco1)C(=O)CCC(=O)Nc1ccccn1 (stereo not given)
 : -0.08 | 8.6
> Cc1ccc(-c2cc(=O)c3ccccc3[nH]2)cc1
 : 0.87 | -0.4
> Cc1ccc(S(=O)(=O)N(CC(=O)Nc2ccc(F)cc2)C(=O)N2CCN(C)CC2)cc1
 : 0.69 | -1.2
> Cc1ccc(NC(=O)NNC(=O)C2CCN(Cc3ccc(F)cc3Cl)CC2)cc1
 : -1.9 | 0.0
> COc1ccccc1-c1nnc(SCC(=O)Nc2ccc(Cl)cc2Cl)o1
 : 1.8 | 0.1
> COc1ccccc1NC(=O)COc1ccc2ccccc2c1
 : -0.05 | 0.4
> Brc1cc(Br)c2nc(-c3cccs3)ccc2c1
 : -0.16 | -1.9
> Cc1ccc2[nH]c(C(=O)N3CCN(C=O)CC3)cc2c1
 : 1.4 | 0.1
> Cc1cc(Cl)c2oc(C(=O)NCCN3CCOC3=O)c(C)c2c1
 : 0.81 | 0.5
> COc1ccc(CCNc2nc(-c3ccc(NC(C)=O)cc3)cs2)cc1OC
 : -0.39 | -2.7
> O=C(NC(=O)N1CCCCC1)c1ccccc1
 : -0.13 | -1.7
> O=C(COc1ccccc1C(=O)Nc1ccccc1)NCCc1ccccc1
 : -0.58 | -0.5
> Cc1ccc2nc(NCCCNC(=O)c3cnccn3)c(C#N)cc2c1
 : 0.02 | 0.7
> COc1ccc(CNC(=O)[C@@H](NC(=O)C2CCN(S(=O)(=O)c3ccc(C)cc3)CC2)C(C)C)cc1OC
 : 0.46 | -0.2
> COc1ccc(C(=O)COC(=O)/C=C/c2ccccc2)c(OC)c1
 : x | -0.6
> COc1cccc(C2/C(=C(/O)c3ccc4c(c3)OCO4)C(=O)C(=O)N2CCN2CCOCC2)c1 (stereo not given)
 : 0.02 | -0.2

Every second line gives: Kir21 block | STK33 inh
> Cc1ccccc1S(=O)(=O)NC(=NCc1ccc(F)cc1)c1ccccc1
 : x | -1.9
> O=C(NCc1ccccn1)c1ccc2nc(C3CCCCC3)oc2c1
 : 0.95 | -0.9
> Cc1nc2ccc(NC(=O)COc3ccccc3C)cc2s1
 : 0.92 | 2.6
> Cc1ccc(S(=O)(=O)N2CCC[C@H]2C(=O)OC(C)C(=O)Nc2ncc(Cl)cc2Cl)cc1 (stereo not given in full)
 : 2 | -0.6
> O=C(CCS(=O)(=O)c1ccccc1Cl)Nc1ccc(S(=O)(=O)Nc2ncccn2)cc1
 : 0.69 | -1.0
> O=C(NN1CCN(Cc2ccccc2)CC1)c1ccc(N2CCOCC2)c([N+](=O)[O-])c1
 : -0.52 | -0.6
> FC(F)(F)c1ccc(NC(=S)NCc2ccccc2)cc1
 : -1.3 | -1.0
> Cc1ccc(S(=O)(=O)C2(C(=O)NCc3ccccc3Cl)CC2)cc1
 : 0.54 | 0.6
> CC(C)CN(C(=O)CCC(=O)OCc1ccc(Cl)cc1Cl)c1c(N)n(CC(C)C)c(=O)[nH]c1=O
 : 1.2 | -0.7
> CCN1CCN(Cc2ccc(NC(=O)c3cc(NC(=O)c4cnnc5ccccc45)cc(OC)c3)cc2C(F)(F)F)CC1
 : 0.23 | -1.1
> COc1ccc(NS(=O)(=O)c2ccc(N3CCCCC3)c(N)c2)cc1
 : x | 0.0
> O=C(Nc1ccccc1Cl)N1CCSc2ccccc21
 : -0.2 | 2.1
> COc1cc(/C=C/C(=O)c2ccc3c(c2)OCCO3)cc(OC)c1OC
 : 1.7 | 0.0
> O=C(COC(=O)CCCN1C(=O)c2cccc3cccc(c23)C1=O)Nc1cccc(C(F)(F)F)c1
 : 0.22 | -1.1
> CC1CCCN(c2nc(-c3cccnc3)nc3scc(-c4ccccc4)c23)C1 (stereo not given)
 : -0.22 | -0.5
> Cc1cc(=O)oc(C)c1C(=O)N[C@@H](Cc1ccccc1)C(=O)O
 : 0.04 | -5.0
> CCN(CC)C(=O)Cn1nc(-c2ccc(Cl)cc2)c2ccccc2c1=O
 : -0.02 | -1.3
> COCCCn1c2nc3ccccc3nc2c2c(=O)n(Cc3ccc(Cl)cc3)cnc21
 : -0.6 | -0.8
> O=C(NCCCN1CCOCC1)C(=O)NCC1OCCCN1S(=O)(=O)c1cc(F)ccc1F (stereo not given)
 : -0.03 | 0.2
> Cn1c(=O)c2c(nc(Br)n2CC(=O)C23CC4CC(CC(C4)C2)C3)n(C)c1=O
 : 1.4 | -1.6

An excerpt of these results, as labelled records.
Structure: O=C(CCCn1c(=O)[nH]c2cc(Cl)ccc2c1=O)NCCC1=CCCCC1
  Kir21 block: -0.65
  STK33 inh: -1.5
Structure: COc1ccc(CNC(=O)CSc2nc3[nH]ncc3c(=O)n2-c2ccccc2Br)cc1
  Kir21 block: 0.67
  STK33 inh: -0.9
Structure: CCOc1ccc(C2C([N+](=O)[O-])=C(C)N(C)C(=O)N2C)cc1OC (stereo not given)
  Kir21 block: -2.7
  STK33 inh: -0.3
Structure: CC(=O)c1c(C)cc(C)c(CSc2nnc(-c3ccco3)o2)c1C
  Kir21 block: 0.42
  STK33 inh: -0.4

Further structures follow.
Every second line gives: Kir21 block | STK33 inh
> O=C(Cc1nc(-c2ccc(Br)s2)cs1)NCCN1CCOCC1
 : 1.7 | 5.7
> COc1cccc(-c2cc(=O)[nH][nH]2)c1
 : 1.1 | -0.8
> CC(Nc1nc(-c2ccc(F)cc2)cs1)c1nc2cc(Cl)c(N3CCCCC3)cc2n1CCOCCO (stereo not given)
 : -1.7 | 0.6
> CC(C)C(=O)N(Cc1ccccc1)S(=O)(=O)c1ccc2c(c1)oc(=O)n2C
 : 0.74 | -0.5
> COC(=O)Cc1ccc(NC(=S)NCCC(C)C)cc1
 : -1.6 | 0.4
> Cc1cc(Cl)ccc1OCc1nnc2n1CCCCC2
 : -0.84 | -0.2
> O=c1[nH]cccc1-c1nc2ccccc2n1Cc1cccc(Cl)c1
 : -2 | -4.8
> Cc1noc(/C=C/N(C)C)c1S(=O)(=O)N1CCCC(C(=O)NC2CCCCC2C)C1 (stereo not given)
 : 3.2 | -0.3
> CCN(CC)c1ccc(CNc2nc3ccccc3n2CC)cc1
 : 0.31 | -1.2
